Bioassay records: PubChem, The Scripps Research Institute Molecular Screening Center
MITF inh: blocks human microphthalmia-associated transcription factor. O75030. AlphaScreen MITF homodimerization, bead proximity signal. inhibition, % at 2.6 µM. 650,000 tested, 0.91% active; in the data active means inhibition above about 50%;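 further: 0% = vehicle wells with protein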
TEAD-YAP block: TEAD-YAP interaction inhibition | 640,000 tested, 1.4% active | HEK-TIYL cells, TEAD-Gal4/YAP UAS-luciferase luminescence | inhibition, % at 9.12 µM | AID 1259422; in the data active means inhibition above about 32%;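 further: 0% = median of test compound wells and 100% = reference inhibitor wells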
FBW7 activator: activators of human E3 ligase FBW7; 650,000 tested, 0.13% active; normalized activity (activation), % at 26.1 µM; AlphaScreen FBW7–phospho-cyclin E peptide binding, activator screen; Q969H0; in the data active means normalized activity above about 1.9%;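 further: purified mutant Fbw7 with reduced substrate affinity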
Target sequence (Q969H0 whole entry, looked up): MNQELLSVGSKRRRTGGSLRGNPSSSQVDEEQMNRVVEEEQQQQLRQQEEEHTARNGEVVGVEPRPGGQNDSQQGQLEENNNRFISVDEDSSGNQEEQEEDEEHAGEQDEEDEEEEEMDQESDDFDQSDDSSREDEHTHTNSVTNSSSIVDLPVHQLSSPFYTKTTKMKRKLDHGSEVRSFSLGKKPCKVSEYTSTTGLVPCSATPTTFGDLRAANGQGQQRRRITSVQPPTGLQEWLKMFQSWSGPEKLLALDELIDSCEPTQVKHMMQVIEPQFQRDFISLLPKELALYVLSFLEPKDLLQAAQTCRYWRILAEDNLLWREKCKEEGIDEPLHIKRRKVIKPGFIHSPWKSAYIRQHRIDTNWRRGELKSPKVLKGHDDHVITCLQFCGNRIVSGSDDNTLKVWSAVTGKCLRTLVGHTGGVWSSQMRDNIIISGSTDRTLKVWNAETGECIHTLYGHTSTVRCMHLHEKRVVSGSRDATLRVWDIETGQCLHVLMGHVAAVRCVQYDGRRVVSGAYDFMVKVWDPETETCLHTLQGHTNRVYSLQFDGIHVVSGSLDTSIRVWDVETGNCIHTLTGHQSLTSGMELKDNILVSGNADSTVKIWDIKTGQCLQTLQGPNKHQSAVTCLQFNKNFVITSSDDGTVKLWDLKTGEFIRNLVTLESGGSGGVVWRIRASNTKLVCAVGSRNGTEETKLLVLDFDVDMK
GPR151 activ: activators of human GPR151; activation, % at 11.2 µM; Q8TDV0; PathHunter beta-arrestin GPR151 cells, luminescence; 650,000 tested, 1% active; in the data active means activation above about 4.9%;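 further: 0% = median of compound wells and 100% = cells with positive control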
Target sequence (Q8TDV0 whole entry, looked up): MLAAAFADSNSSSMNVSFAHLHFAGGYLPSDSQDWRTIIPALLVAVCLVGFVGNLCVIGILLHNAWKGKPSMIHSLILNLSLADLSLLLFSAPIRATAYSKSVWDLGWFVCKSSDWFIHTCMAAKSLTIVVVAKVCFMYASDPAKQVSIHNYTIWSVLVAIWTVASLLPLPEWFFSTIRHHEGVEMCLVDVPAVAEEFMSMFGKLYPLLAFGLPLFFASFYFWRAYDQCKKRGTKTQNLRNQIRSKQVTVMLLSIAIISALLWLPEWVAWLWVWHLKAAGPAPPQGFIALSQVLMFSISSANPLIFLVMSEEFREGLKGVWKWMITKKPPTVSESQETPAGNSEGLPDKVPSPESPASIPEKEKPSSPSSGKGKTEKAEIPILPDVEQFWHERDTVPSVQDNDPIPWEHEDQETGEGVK
* marks the source's active call; other numbers are inactive results; nt = not tested or not shown; & = joins results of further samples.

Assay codes – A = MITF inh; B = TEAD-YAP block; C = FBW7 activator; D = GPR151 activ
CN1CCc2nc3sc(C(=O)NC(C)(C)C)c(N)c3cc2C1
  A: 11; B: -6; C: 0.1; D: -0.2

O=C(N/N=C1/CN2CCC1CC2)c1cc(-c2ccccc2)nc2ccccc12
  A: -13; B: -10; C: -0.1; D: -1.4

CCn1c(O)c(C=NCCc2c[nH]c3ccccc23)c(=O)[nH]c1=O
  A: 4; B: 4; C: -0.1; D: 5.4*

O=C(O)CCn1cc(C=C2C(=O)NC(=S)NC2=O)c(-c2cccc([N+](=O)[O-])c2)n1
  A: -21; B: -2; C: -0.2; D: -1.0

CCC(C)N1CCN(Cc2cc(OC)c(O)c(OC)c2)CC1 (centres undefined)
  A: 68*; B: -10; C: -0.3; D: -1.7

COc1ccc(-c2noc(CC(=O)N3CCN(C)CC3)n2)cc1
  A: 9; B: -1; C: -0.1; D: -2.7

COc1ccc(/C=C2/C(=O)NC(=O)N(c3ccc(Cl)c(Cl)c3)C2=O)cc1C(=O)O
  A: -5; B: -9; C: 0.1; D: 0.7

CCN1C[C@]2(COC)CC[C@H](OC)[C@@]34C1[C@]1(OCO[C@@]15C[C@H](OC)[C@H]1C[C@@H]3[C@@H]5[C@H]1OC)[C@@H](O)[C@H]24
  A: 5; B: -3; C: 0.1; D: -0.6

CCCCCn1c(=O)c(C(=O)Nc2ccc([N+](=O)[O-])cc2O)c(O)c2ccccc21
  A: 2; B: -7; C: -0.3; D: -0.6

Cc1c(/C=C\[N+](=O)[O-])c2ccccc2n1C
  A: 7; B: 17; C: 0.6; D: -0.7

COC(=O)c1cc(NC(=O)CCc2nc(C3=CCN(C)CC3)no2)cc(C(=O)OC)c1
  A: 27; B: -2; C: 0.6; D: 0.2

ClCc1nc2ccc(Cl)cc2[nH]1
  A: -1; B: -10; C: -0.1; D: 1.0

COc1cc(/C=C2/C(=O)NC(=O)N(c3ccccc3)C2=O)cc(Cl)c1O
  A: 25; B: 5; C: -0.1; D: -1.0

CC12CN3CCN(CC(C3)/C1=N/NC(=O)c1ccncc1)C2
  A: 1; B: -1; C: -0.1; D: 0.1

N#CC(C#N)=Cc1ccc(N2CCOCC2)cc1
  A: -2; B: 3; C: 0.0; D: 0.3

O=C1C2CCN(CC2)C1(CO)CO
  A: 11&-4; B: nt; C: 0.0; D: -0.4&0.2

CCc1ccc2nc(N3CCC(C(=O)N4CCC5(CC4)OCCO5)CC3)sc2c1
  A: 6; B: 7; C: -0.2; D: 3.2

CC(=O)Oc1cccc(/C=C/c2nc3ccccc3c(=O)n2-c2cccc(C)c2)c1
  A: -2; B: 6; C: 0.2; D: 0.8

NC(=O)/N=C/c1c(O)[nH]c(=O)[nH]c1=O
  A: 1; B: 9; C: -0.4; D: 0.3

CN1CCN(Cc2c(F)cccc2F)CC1
  A: 62*; B: 2; C: 0.0; D: 1.1

O=c1[nH]c2ccc(Br)cc2c(=O)n1-c1cccc(Cl)c1
  A: 1; B: 18; C: -0.2; D: 0.4

O=C(CCC(=O)N1CCOc2ccc(Cl)cc21)N1CCC2(CC1)OCCO2
  A: 0; B: -9; C: -0.3; D: -0.5

N=C1c2ccccc2CN1CC(=O)c1cccs1
  A: -3; B: -50; C: -0.1; D: -0.8

CC12CN3CC(C)(CN(C1)C3c1ccncc1)C2=O (centres undefined)
  A: 0; B: -5; C: -0.1; D: 0.8

COc1ccc2[nH]cc(CCN)c2c1
  A: 2&-1; B: -4&1; C: -0.1&-0.2; D: -1.3&0.5

COc1ccc(C(=O)c2c(C)n(CCN3CCOCC3)c3cc(I)ccc23)cc1
  A: 2; B: nt; C: 0.2; D: -0.9

CCCCCCOc1ccc(CN2CCN(CCO)CC2)cc1
  A: 6; B: -44; C: 0.1; D: 5.9*

CCO/C(=C\c1sc2ccc3ccccc3c2[n+]1C)CC
  A: 6; B: -33; C: 0.1; D: 1.3

Cc1ncc2c(c1CNC(=O)CN1CCCCC1)CCN(C(=O)C1C(C)(C)C1(C)C)C2
  A: -16; B: 4; C: 0.0; D: 0.4

COCCOC(=O)C1=C(N)OC(C)=C(C(=O)c2ccccc2)C12C(=O)Nc1ccccc12 (centres undefined)
  A: 6; B: 3; C: -0.1; D: 4.2

COc1ccc(C2N(c3cc(C)on3)C(=O)C3CCCN32)cc1 (centres undefined)
  A: 4; B: 5; C: -0.1; D: 2.8

COC(=O)C1C2NC(=S)N[C@@]1(C)Oc1ccccc12 (some centres undefined)
  A: -9; B: -1; C: -0.1; D: 1.2

CC1(C)C(C(=O)Nc2c(Cl)cccc2Cl)C1(C)C
  A: -7; B: -5; C: -0.1; D: 1.0

CC(C)c1ccc(N2C(=O)CC(=O)NC2=S)cc1
  A: -5; B: -5; C: -0.1; D: -2.1

CC(=O)c1cccc(N2Cc3ccccc3C2=N)c1
  A: -6; B: -6; C: 0.1; D: 0.9

CN1CCN(c2ccc([N+](=O)[O-])cc2C=O)CC1
  A: 13; B: 1; C: 0.0; D: 5.9*

CCOC(=O)C1=C(CN2CC=C(c3ccccc3)CC2)NC(=O)NC1c1ccc(F)cc1 (centres undefined)
  A: 2; B: 1; C: 0.6; D: -0.5

CCCN(C/C=C/I)C1CCc2ccc(O)cc2C1 (centres undefined)
  A: 1; B: nt; C: -0.1; D: 2.1

COc1ccc(-c2cc3c(=O)n(CC(=O)N4CCC5(CC4)OCCO5)ncn3n2)cc1
  A: 2; B: 6; C: 0.1; D: 0.0

COc1cc(C=C(C#N)C#N)cc(Br)c1O
  A: 7; B: 8; C: 0.8; D: -0.9

O=C1NC(=S)N(c2ccccc2F)C(=O)/C1=C/c1cccs1
  A: 1; B: 4; C: -0.1; D: 1.5

COc1ccccc1NC(=O)c1cn(CCC#N)nc1-c1cccc(Cl)c1
  A: 6; B: -18; C: 0.9; D: -1.1

C[N+]1(C)[C@@H]2CC[C@H]1CC(OC(=O)C(CO)c1ccccc1)C2 (some centres undefined)
  A: 18; B: nt; C: 0.1; D: -3.9

CCOC(=O)C1=C(N)OC(c2ccccc2)=C(C#N)C12C(=O)Nc1ccccc12 (centres undefined)
  A: -11; B: 2; C: 0.2; D: 0.6

CNC(=S)N1CCn2cccc2C1c1cccnc1 (centres undefined)
  A: 16; B: -7; C: 0.2; D: 0.8

CN(C)/C=C(/C=[N+](C)C)n1cc([N+](=O)[O-])cn1
  A: 15; B: 4; C: -0.2; D: 0.0

COc1cc(C(=O)OC2CC3CCC(C2)N3C)cc(OC)c1OC (centres undefined)
  A: 9; B: -8; C: -0.1; D: -1.4

CN1CCN(/N=C/c2c[nH]c3ccc(Br)cc23)CC1
  A: -3; B: 4; C: 0.1; D: 1.1

NC1=C(C(=O)OCc2ccccc2)C2(C(=O)Nc3ccc(Br)cc32)c2c(c3ccccc3oc2=O)O1 (centres undefined)
  A: 3; B: 7; C: -0.1; D: 1.5

CCOC(=O)c1ccc(NC(=O)N2CC3CC(C2)c2cccc(=O)n2C3)cc1 (centres undefined)
  A: 17; B: 3; C: 0.9; D: -1.5

Cc1ccc(-n2c(/C=C/c3cccc(O)c3)nc3ccccc3c2=O)cc1C
  A: 1; B: 14; C: 0.0; D: 2.0

CCOC(=O)c1ccc(N=Cc2c(O)n(-c3ccccc3F)c(=S)[nH]c2=O)cc1
  A: 8; B: -8; C: -0.1; D: 0.4

CC(C)(N)Cc1ccccc1
  A: -3&17; B: 4; C: 0.0&0.1; D: -0.8&-0.8

Cc1cccc(CN2CCN(Cc3ccccc3F)CC2)c1
  A: 79*; B: -2; C: -0.2; D: -0.7

N/C(=N\[N+](=O)[O-])N1CCN(C(=O)c2cccc([N+](=O)[O-])c2)CC1
  A: 12; B: 5; C: 0.2; D: 0.3

CCC(C)N1CCN(Cc2cccc(F)c2)CC1 (centres undefined)
  A: -1; B: 4; C: -0.1; D: 0.3

CCN1CCN(c2c(Cl)cccc2NC(C)=O)CC1
  A: 5&-3; B: 3&12; C: 1.0&0.1; D: 0.0&0.3

O=C(OC1C[N+]2(CC(=O)N3c4ccccc4Sc4ccccc43)CCC1CC2)c1ccccc1 (centres undefined)
  A: -1; B: 5; C: -0.1; D: 0.5

CCC[C@@H]1NC(=O)[C@H]2CN(Cc3ccccn3)CCN2C1=O
  A: 27; B: 8; C: -0.3; D: 0.9

CCCCCCSc1nc2ccccc2c(=O)n1-c1ccccc1OC
  A: -15; B: 6; C: 0.0; D: -0.5

More results.
Assay codes – A = MITF inh; B = TEAD-YAP block; C = FBW7 activator; D = GPR151 activ
CCC1(CC)C(=O)NC(=O)N(C(=O)c2ccccc2Br)C1=O
  A: -12; B: 3; C: -0.1; D: 0.1

N#CC(C#N)=Cc1c(Cl)nc2sccn12
  A: 9; B: 2; C: 0.0; D: 2.8

COC(=O)c1c(N)n(Cc2ccc(F)cc2)c2nc3ccccc3nc12
  A: -5; B: 7; C: 0.1; D: 1.8

Cc1ccc(C2C(C#N)=C(N)Oc3c2c(=O)oc2ccccc32)c(C)c1 (centres undefined)
  A: -9; B: -1; C: -0.2; D: -0.2

O=C(Nc1ccc(S(=O)(=O)N2CC3CC(C2)c2cccc(=O)n2C3)cc1)c1ccco1 (centres undefined)
  A: 0; B: -5; C: 0.2; D: 0.9

Cc1c(Cl)c([N+](=O)[O-])nn1CC(=O)Nc1ccc(Cl)cc1C(=O)c1ccccc1
  A: 0; B: 2; C: -0.2; D: 0.8

c1ccc2c(c1)OCC(CN1CCC(n3cnc4ccccc43)CC1)O2 (centres undefined)
  A: 15; B: 0; C: 0.1; D: 0.4

CN1CCN(c2ccc(/C=N/NC(N)=S)cc2[N+](=O)[O-])CC1
  A: 6; B: 10; C: -0.1; D: 2.3

NC(=NCc1ccc(Cl)cc1)SCCCc1cnc[nH]1
  A: -5&0; B: 0; C: 0.1&-0.2; D: 1.5&2.2

CC1(C)COP(=O)(C(NS(=O)(=O)c2ccccc2)C(Cl)(Cl)Cl)OC1 (centres undefined)
  A: 0; B: -7; C: -0.2; D: -1.1

c1ccc(CCN2CCc3nc4ccncc4cc3C2)nc1
  A: -4; B: 2; C: 0.5; D: -0.5

CC(C)OC(=O)C1C(C(=O)OC(C)C)C23c4ccccc4C2c2ccccc2C13 (centres undefined)
  A: -5; B: 2; C: 0.0; D: 3.2

Cc1ccc(N/C(N)=N/[N+](=O)[O-])cc1NC(=O)OCC1CCOC1 (centres undefined)
  A: 9; B: 9; C: -0.1; D: 1.2

Cc1sc2c(c1C)C(c1cccs1)=NCC(=O)N2CC(=O)NCc1cccs1
  A: -22; B: 14; C: 0.1; D: -0.2

Cc1cc(NC(=O)CN2CC=C(c3ccccc3)CC2)no1
  A: -11; B: -4; C: -0.1; D: -1.7

COc1cccc(CN2CCN(Cc3ccccc3Cl)CC2)c1
  A: 86*; B: -11; C: 0.0; D: -0.3

CN[C@@H](C)[C@H](O)c1ccccc1
  A: 5; B: 11; C: -0.1; D: -2.4

O=C1c2ccccc2C(=O)N1Cc1nc2ccccc2c(=O)n1-c1ccncc1
  A: 6; B: 11; C: -0.5; D: -0.3

Cc1cccc(NC(=O)c2c(O)c3c(n(Cc4ccco4)c2=O)CCCC3)n1
  A: 6; B: -16; C: -0.1; D: 0.3

CN(C)c1ccc(C(O)(c2ccc(N(C)C)cc2)C2CN3CCC2CC3)cc1 (centres undefined)
  A: 33; B: -10; C: -0.1; D: -0.2

CN1CCN(Cc2ccccc2C(F)(F)F)CC1CCO (centres undefined)
  A: 6; B: 12; C: 0.0; D: 1.7

O=C(c1cc2cc3ccc(Cl)cc3nc2o1)N1CCC2(CC1)OCCO2
  A: -18; B: -9; C: -0.1; D: 0.3

OC1(c2ccccn2)CC2CCC(C1)N2CCc1ccccc1 (centres undefined)
  A: 19; B: -2; C: 0.8; D: 0.4

CCCCCC1C(=O)NC(=S)N(c2ccccc2)C1=O (centres undefined)
  A: -3; B: -9; C: -0.1; D: 2.2

CCCCC[C@H]1O[C@H]1C/C=C\C/C=C\C/C=C\CCCC(=O)NCCO
  A: 0; B: nt; C: nt; D: -0.8

N=C1c2ccccc2CN1CC(F)(F)F
  A: 2; B: 6; C: 0.2; D: 0.6

Clc1ccc(N2CC3CCC(C2)N3)nn1
  A: -3; B: -5; C: -0.1; D: -1.3

CCOC(=O)C1C2NC(=S)N(c3ccc(OCC)cc3)C1(C)Oc1ccc(Br)cc12 (centres undefined)
  A: 19; B: 14; C: -0.2; D: -0.7

O=C1NC(=O)C(CCc2ccccn2)(CCc2ccccn2)C(=O)N1CCC1=CCCCC1
  A: 24; B: -1; C: 0.6; D: -1.5

COC(=O)c1cn(CCCOc2ccccc2OC)c2ccccc12
  A: 16; B: 0; C: 0.0; D: -0.4

Three structures already listed, sorted by number of heavy atoms, falling.
Assay codes – A = MITF inh; B = TEAD-YAP block; C = FBW7 activator; D = GPR151 activ
O=C1NC(=O)C(CCc2ccccn2)(CCc2ccccn2)C(=O)N1CCC1=CCCCC1
  A: 24; B: -1; C: 0.6; D: -1.5

CN(C)c1ccc(C(O)(c2ccc(N(C)C)cc2)C2CN3CCC2CC3)cc1 (centres undefined)
  A: 33; B: -10; C: -0.1; D: -0.2

CN1CCN(Cc2ccccc2C(F)(F)F)CC1CCO (centres undefined)
  A: 6; B: 12; C: 0.0; D: 1.7

Additional records:
Assay codes – A = MITF inh; B = TEAD-YAP block; C = FBW7 activator; D = GPR151 activ
O=c1[nH]c(=S)[nH]c(O)c1C=NCCCO
  A: 17; B: 6; C: 0.2; D: 0.3

CCN(CC)CCC(C)OC(=O)C1OCCc2ccccc21 (centres undefined)
  A: 10; B: -4; C: 0.0; D: 0.8

Cc1cc(Cl)ccc1-n1c(/C=C\c2ccc(F)c(F)c2)nc2ccccc2c1=O
  A: 8; B: 6; C: 0.2; D: 0.4

O=C(c1ccccc1)c1cc(Cl)ccc1N1C(=O)c2cc(Cl)c(Cl)cc2C1=O
  A: -4; B: -4; C: -0.1; D: -0.9

A portion of the library; count on the stated rates, not on these rows.
